HepG2 viability = HepG2 cytotoxicity, counter-screen for TGF-b inhibitors. HepG2 CAGA-GFP viability, ATP luminescence, 18 h. Potency, µM (series often up to 46.1 µM), inactives show at the highest dose activity change, negative = cytotoxicity, hits mostly cytotoxic. hit rate 0.76% among 410,000; note: potency is the fitted concentration of half-maximal effect; some results filed as inactive show a strong effect at the top dose
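CellTiter-Glo luminescence gave cytotoxicity after 18 hours at 37 degrees C. The cells were HepG2 CAGA-GFP in 1% FBS DMEM, stimulated with 500 pg/mL TGF-beta after compound addition. %Activity was normalised to no-cell wells (complete cell-killing) and DMSO (no toxicity), and curves were fitted and classified.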
HT1080 IDH1KD tx = kills HT-1080 cells with IDH1 knockdown; AID 686971; Potency, µM (top dose mostly 46.1 µM), inactives show at the highest dose activity, negative = toxicity, usual class: cytotoxic; HT-1080 IDH1 knockdown viability, ATP luminescence, 48 h; hit rate 2% among 360,000;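 note: potency is the fitted concentration of half-maximal effect; 0% = DMSO wells and -100% = cell-free medium wells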
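CellTiter-Glo luminescence after 48 h compound exposure at 37 degrees C of IDH1-knockdown HT-1080 cells in 5% FBS RPMI. %Activity scaled between DMSO wells and cell-free media wells, with curves fitted and assigned curve classes.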
ATXN2 expr inh = ATXN2 expression inhibition; Potency, µM (doses to about 57 µM), for the others: top-dose activity change, negative = inhibition, hits mostly inhibitors; HEK-293 ATXN2-luciferase reporter, luminescence, 24 h; AID 1745845; hit rate 0.72% among 360,000; note: potency is the fitted concentration of half-maximal effect; % is set by controls: 0 for no effect and ±100 for the full control effect; nearly all actives have a fitted effect of over 55% in size
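ATXN2-luciferase reporter cells (luciferase flanked by upstream and downstream ATXN2 gene portions) were treated 24 h at 37 °C with compounds at up to 57 uM. SteadyGlo luminescence gave expression; GF-AFC fluorescence gave viability.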
S2 tox = viability counter-screen for ATXN expression inhibitors; S2 cells (HEK-293 line with an ATXN2-luciferase reporter) viability, CellTiter-Fluor protease fluorescence, 24 h; Potency, µM (highest dose often 56.7 µM), hits mostly cytotoxic; hit rate 0.49% among 400,000; AID 651635; note: potency is the fitted concentration of half-maximal effect; nearly all actives have a fitted effect of over 40% in size
IL-1B inflam inh = blocks inflammasome-driven IL-1 beta release | THP-1 LPS/ATP IL-1B secretion, AlphaLISA, 16 h; hits give low values | activity change, % at 57.5 µM | hit rate 4.7% among 360,000 | AID 743279; in the data active = activity change below about -50%; inconclusive = mostly about -30% to -49%; note: % is set by controls: 0 for no effect and ±100 for the full control effect
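Secreted IL-1B measured by AlphaLISA bead assay after 16 h compound exposure of THP-1 cells; compounds (final up to 57.5 uM) added 1 h before LPS (250 ng/mL) and ATP (1.25 mM) stimulation; lower signal means less secretion.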
MCF10A rereplic = inducers of DNA re-replication in MCF 10A breast cells; MCF 10A DNA re-replication, Hoechst nuclear intensity, 48 h; Potency, µM (top dose mostly 46.1 µM), inactives show top-dose activity, positive = re-replication, usual class: activators; hit rate 2.9% among 350,000; note: potency is the fitted concentration of half-maximal effect; % of control where 0% means no effect; nearly all actives have a fitted effect of over 50% in size
HT1080-NT tox = kills 2HG-producing HT-1080-NT fibrosarcoma cells | HT-1080-NT fibrosarcoma viability, CellTiter-Glo ATP luminescence, 48 h | Potency, µM (top dose mostly 46.1 µM), without a hit: top-dose activity, negative = less viability, most hits filed as cytotoxic | hit rate 1.6% among 360,000;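 note: NT is the 2HG producing partner of a matched IDH1 knockdown line; potency is the fitted concentration of half-maximal effect; 0% = DMSO-treated cells and -100% = media-only wells without cells; nearly all actives have a fitted effect of over 55% in size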
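Luminescent CellTiter-Glo readout after 48 hours of compound exposure at 37 degrees C defined viability of HT-1080-NT cells. Activity was normalized to DMSO wells and cell-free media wells; concentration-response curves were fitted and assigned curve classes.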
SW480 rerep = inducers of DNA re-replication in SW480 colon cancer cells; AID 624297; Potency, µM (highest dose often 46.1 µM), for inactives: at the top dose re-replication activation, hits mostly activators; SW480 DNA re-replication, Hoechst DNA content imaging, 48 h; hit rate 1.8% among 340,000; note: potency is the fitted concentration of half-maximal effect; % of control where 0% means no effect; nearly all actives have a fitted effect of over 55% in size
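Compounds, transferred as 23 nL by pin tool, were incubated with cells for 48 hr; DNA content per nucleus was then quantified by Hoechst staining and fluorescence plate imaging.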
KB-3-1 cytotox = kills parental KB-3-1 adenocarcinoma cells. KB-3-1 viability, CellTiter-Glo ATP luminescence, 72 h. AID 1347075. Potency, µM (highest dose often 46.1 µM), for inactives: at the top dose activity change, negative = cytotoxic, actives largely listed as cytotoxic. hit rate 1.4% among 400,000; note: potency is the fitted concentration of half-maximal effect; % is set by controls: 0 for no effect and ±100 for the full control effect; nearly all actives have a fitted effect of over 60% in size
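Parental KB-3-1 adenocarcinoma cells in phenol-red-free DMEM with 10% FBS were pin-treated with compounds at several concentrations, incubated 72 h at 37 °C, and viability read by CellTiter-Glo luminescence; concentration-effect curves were fitted after normalization.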
Starred values were filed as active, the others as inactive; i = inactive; ? = inconclusive; . = not tested or not shown; & = joins results of further samples; [ ] = another dose, or the depositor's remark. Unless noted, calls come from the whole dose curve; as a rule, active = well fitted curve in the direction sought with a large enough effect; inconclusive = small, poorly fitted or top-dose-only effect, or another doubt; inactive = no such curve, though single readings can be large; an effect the other way counts as inactive or inconclusive.

1	Cc1ccc(CN2CCN(Cc3cccc(OCCO)c3)CC2CCO)o1 (stereo unspecified)
2	CSc1nc(O)c(C(c2ccc(C)cc2)c2c(O)nc(SC)[nH]c2=O)c(=O)[nH]1
3	Cc1cccc(S(=O)(=O)NC(=O)C2(C)CCN2C(=O)c2ccc(C3CCCCC3)cc2)c1 (stereo unspecified)
4	O=C(NC1CCCCC1)c1ccc2c(c1)N(Cc1ccc(Cl)cc1)C(=O)c1ccccc1S2=O (stereo unspecified)
5	CN1CCc2c(sc3nc(NN)n(-c4ccc(Cl)cc4)c(=O)c23)C1
6	O=C(CSCc1cccc(Cl)c1)NCc1ccc2c(c1)OCO2
Assay by compound,1,2,3,4,5,6
HepG2 viability,-11%,-42%,-2%,-7%,-10%,-20%
HT1080 IDH1KD tx,5%,-4%,-1%,.,-9%,-1%
ATXN2 expr inh,-35%,.,15%,12%,.,-1%
S2 tox,i,.,i,i,i,i
IL-1B inflam inh,-1,-13,28,.,12,-6
MCF10A rereplic,1%,1%,.,.,-6%,21%
HT1080-NT tox,15%,-7%,-1%,.,-1%,-9%
SW480 rerep,-10%,3%,.,.,-12%,-12%
KB-3-1 cytotox,11%,-1%,-4%,6%,1%,-7%

7	COc1ccc(S(N)(=O)=O)cc1C(=O)NNC(=O)c1cccc(S(=O)(=O)N2CCOCC2)c1
8	COCCN1C(=O)c2oc3ccccc3c(=O)c2C1c1ccc(O)c(OC)c1 (stereo unspecified)
9	Nc1cc(=O)[nH]c(=O)n1Cc1ccccc1
10	CC1CCN(C(=O)CSc2nc3ncccc3[nH]2)CC1
11	CC(=O)c1ccc(S(=O)(=O)N(CCCO)Cc2cc3cc4c(cc3[nH]c2=O)OCCO4)cc1
12	O=C1C2=C(NC(=S)NC2c2ccc(Cl)cc2)NC(c2ccc(Cl)cc2)N1c1ccc(Cl)cc1 (stereo unspecified)
Assay by compound,7,8,9,10,11,12
HepG2 viability,-1%,-7%,-11%,-32%,-16%,-112%
HT1080 IDH1KD tx,5%,2%,12%,3%,8%,?
ATXN2 expr inh,-4%,3%,1%,.,6%,?
S2 tox,i,i,i,i,i,?
IL-1B inflam inh,1,1,3,-9,-29,-101*
MCF10A rereplic,-6%,1%,14%,-1%,-1%,?
HT1080-NT tox,8%,-2%,12%,10%,17%,?
SW480 rerep,-4%,-1%,-6%,-2%,-46%,?
KB-3-1 cytotox,13%,2%,4%,-3%,-3%,16µM*

13	CCc1ccc(NC(=O)CCS(=O)(=O)c2ccc3c(c2)CCN3C(C)=O)cc1
14	CC1=Nn2c(nnc2-c2cc(C)[nH]n2)SC1
15	COc1ccc(-c2noc(-c3cccc(OC)c3OC)n2)cc1OC
16	CCc1nc2oc3cc(OC)ccc3c(=O)c2c(=O)n1Cc1ccco1
17	O=C(Nc1ccccc1C(=O)Nc1nnc(C(F)(F)F)s1)c1ccccc1Cl
18	COc1cccc(NS(=O)(=O)c2ccc3[nH]cc(C(=O)NC4CCCCC4)c(=O)c3c2)c1
Assay by compound,13,14,15,16,17,18
HepG2 viability,1%&-13%,-28%,-14%,-19%,-49%,-48%
HT1080 IDH1KD tx,4%,1%,-3%,-1%,10µM*,.
ATXN2 expr inh,3%,2%,83%[activator],-17%,13µM*,?
S2 tox,i,i,i,i,?,i
IL-1B inflam inh,92,12,-29,-6,-73*,.
MCF10A rereplic,-8%,-3%,24%,8%,?,.
HT1080-NT tox,15%,13%,-6%,7%,10µM*,.
SW480 rerep,4%,-7%,-6%,3%,?,.
KB-3-1 cytotox,-13%,0%,-2%,16%,21µM*,-28%

19	CCOC(=O)C(=O)N(C)c1c(CC)nc2c(OCc3ccc(OC(F)F)cc3)cccn12
20	Cc1ccc(Oc2ccc(C=O)cn2)cc1
21	CC(C)(C)n1nnnc1C(c1ccccn1)N1CCN(C(c2ccccc2)c2ccccc2)CC1 (stereo unspecified)
22	Cc1cccc(CS(=O)(=O)Cc2ccc(C(=O)NC3CCCCC3)o2)c1
23	CCn1cc(C(=O)NCCc2ccc(Cl)cc2)c(=O)c2cc(S(=O)(=O)N(C)C)ccc21
24	COc1ccc(C(=O)NCc2cccnc2)cc1
Assay by compound,19,20,21,22,23,24
HepG2 viability,2%,5%,-28%,6%,-10%,-24%
HT1080 IDH1KD tx,11%,?,0%,-2%,-5%,-2%
ATXN2 expr inh,-7%,26%,3%[11.3 µM],-7%,3%,0%
S2 tox,i,i,i,i,i,i
IL-1B inflam inh,9,3,19,-5,6,33
MCF10A rereplic,.,-9%,0%,18%,16%,-3%
HT1080-NT tox,9%,8%,1%,-5%,3%,5%[9.24 µM]
SW480 rerep,.,-1%,-1%,?,-20%,-7%
KB-3-1 cytotox,0%,11%,7%,1%,?,3%

25	CC(C)c1ccc(C(C)NCCS(=O)(=O)c2ccc(Br)cc2)cc1 (stereo unspecified)
26	COc1ccccc1C(=O)C1Nc2ccccc2-c2nnc(SC)nc2O1 (stereo unspecified)
27	CS(=O)(=O)N1CCN(c2ccc(NC(=O)CSc3ccc(Cl)cc3)cc2)CC1
28	COc1cccc(C(C(=O)NCC2CCCO2)N(CC2CCCO2)C(=O)CN2C(=O)c3ccccc3S2(=O)=O)c1 (stereo unspecified)
29	Cc1cc(C)c(NC(=O)c2ccc(CN3CCc4ccccc4C3)cc2)c(C)c1
30	Nc1nc(SCc2ccc(Cl)c(Cl)c2)n[nH]1
Assay by compound,25,26,27,28,29,30
HepG2 viability,-38%,-31%,6%,13%,0%,1%
HT1080 IDH1KD tx,?,1%,2%,25%,-24%,-14%
ATXN2 expr inh,-21%,3%,-6%,-20%,-25%,13%
S2 tox,i,i,i,i,i,i
IL-1B inflam inh,-99*,8,19,23,-17,10
MCF10A rereplic,?,11%,-9%,-6%,2%,-7%
HT1080-NT tox,?,-3%,9%,22%,-28%,-14%
SW480 rerep,?,-1%,-1%,0%,-3%,5%
KB-3-1 cytotox,-1%,5%,5%,17%,?,-5%

Reprinted from the part before: four entries, then new ones.
27	CS(=O)(=O)N1CCN(c2ccc(NC(=O)CSc3ccc(Cl)cc3)cc2)CC1
28	COc1cccc(C(C(=O)NCC2CCCO2)N(CC2CCCO2)C(=O)CN2C(=O)c3ccccc3S2(=O)=O)c1 (stereo unspecified)
29	Cc1cc(C)c(NC(=O)c2ccc(CN3CCc4ccccc4C3)cc2)c(C)c1
30	Nc1nc(SCc2ccc(Cl)c(Cl)c2)n[nH]1
31	COC(=O)c1ccc(NC(=O)CC2C(=O)N(c3cccc(F)c3)C(=O)N2CC(C)C)cc1 (stereo unspecified)
32	Cc1cccc(OCc2nnc(SCc3cc(=O)[nH]c4ccccc34)n2-c2ccccc2)c1
33	O=C(NNC(=O)c1ccccc1F)c1cccc(-n2cccc2)c1
34	Cc1noc(C)c1CSCC(=O)Nc1cc(S(C)(=O)=O)ccc1Cl
35	CC1C(c2ccccc2)N(C)CCC12NC(=O)NC2=O (stereo unspecified)
36	COc1ccc2nc(-c3ccccc3)nc(SCC(=O)NCC3CCCO3)c2c1 (stereo unspecified)
37	O=C(Nc1cccc(-n2cccn2)c1)C1CCCN(Cc2cccc(F)c2F)C1 (stereo unspecified)
38	CC(=O)c1sc(NC(=O)C2CC(=O)N(Cc3ccco3)C2)nc1-c1ccccc1 (stereo unspecified)
Assay by compound,27,28,29,30,31,32,33,34,35,36,37,38
HepG2 viability,6%,13%,0%,1%,-7%,-1%,5%,-6%,-13%,-5%,-27%,-7%
HT1080 IDH1KD tx,2%,25%,-24%,-14%,.,-15%,-2%,6%,1%,6%,-5%,-4%
ATXN2 expr inh,-6%,-20%,-25%,13%,-24%,4%,25%,-2%,6%,6%,-16%,-13%
S2 tox,i,i,i,i,i,i,i,i,i,i,i,i
IL-1B inflam inh,19,23,-17,10,.,10,-5,9,-6,-12,9,-95*
MCF10A rereplic,-9%,-6%,2%,-7%,.,0%,0%,1%,9%,?,6%,11%
HT1080-NT tox,9%,22%,-28%,-14%,.,2%,-4%,2%,3%,-2%,-1%,-5%
SW480 rerep,-1%,0%,-3%,5%,.,-75%[inhibitor],22%,-4%,-4%,2%,7%,?
KB-3-1 cytotox,5%,17%,?,-5%,-12%,7%,-3%,13%,-9%,4%,?,0%

Screens as filed in PubChem.
